Source: PubChem BioAssay (National Center for Advancing Translational Sciences (NCATS))
IkB sig inh: IkB Signaling | Potency, µM (titrated, usually from 57.1 µM), without a hit: at the top dose IkBa stabilization activation | 110,000 tested, 0.04% active | ABC-DLBCL IkBa-CBG/CBR dual luciferase ratio, 4 h; response scale: scaled: untreated 0%, proteasome inhibitor 100%; active = well fitted curve in the direction sought with a large enough effect in the signal ratio, not every such curve was filed as active; inconclusive = small, poorly fitted or top-dose-only effect, or a change in a side signal; the % refers to the signal ratio;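 also: the direction sought is a rising ratio; 0% = basal untreated cells and 100% = reference inhibitor full response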
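Luminescence ratio of IκBα-fused green versus native red beetle luciferase in OCI-Ly3 cells, 4 h post-doxycycline with compound; red signal alone, scaled from basal (0%) to zero light (-100%), flagged nonspecific or cytotoxic effects.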
p53ts 39C tox: qHTS Screen for Compounds that Selectively Target Cancer Cells with p53 Mutations: Cytotoxicity of p53ts Cells at the Nonpermissive Temperature; H1299-p53A138V viability at 39C, ATP luminescence, 24 h; Potency, µM (series often up to 46.1 µM), for inactives: top-dose activity change, negative = cell killing, hits mostly cytotoxic; 130,000 tested, 1.5% active; also: nearly all actives have a fitted effect of over 55% in size
Peg3 imprint: qHTS Assay for Compounds that Induce Erasure of Genomic Imprints; mouse ES Peg3-LacZ reporter, beta-gal luminescence, 40 h; Potency, µM (titrated, usually from 60.7 µM), inactives show at the top dose activity change, positive = activation, usual class: activators; 110,000 tested, 0.02% active; AID 1948, 2009;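 also: 0% = negative control wells on the plate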
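Each well holds 300 Peg3LacZ-Neo (maternal) female ES cells incubated 40 h at 37C, 5% CO2. LacZ is measured by BetaGlo luminescence, with AC50 and maximum efficacy derived from dose-response curves.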
p53ts 32C tox: qHTS Screen for Compounds that Selectively Target Cancer Cells with p53 Mutations: Cytotoxicity of p53ts Cells at the Permissive Temperature; H1299-p53A138V at 32C, ATP luminescence viability, 24 h; Potency, µM (titrated, usually from 46.1 µM), for the others: at the highest dose activity change, negative = cytotoxicity, actives largely listed as cytotoxic; 130,000 tested, 0.93% active; AID 924, 2007;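 also: 0% = DMSO and -100% = full killing by reference compound; nearly all actives have a fitted effect of over 55% in size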
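H1299-p53 A138V cells (temperature-sensitive p53) exposed 24 h to up to 46 uM compound at 32C, where p53 is wild-type in conformation. Viability read as ATP luminescence and normalised to DMSO and 100 uM tamoxifen. AC50 fitted with the Hill equation.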
* marks the source's active call; other numbers are inactive results; ? = inconclusive; nt = no result given; [ ] = another dose, or the depositor's remark. Unless noted, calls follow the shape of the dose curve; as a rule, active = well fitted curve in the direction sought with a large enough effect; inconclusive = small, poorly fitted or top-dose-only effect, or another doubt; inactive = no such curve, though single readings can be large; an effect the other way counts as inactive or inconclusive. Unless noted, % is scaled to controls: 0 for no effect and ±100 for the full control effect; potency is read from the fitted curve at half-maximal effect.

Values in the order: IkB sig inh	p53ts 39C tox	Peg3 imprint	p53ts 32C tox
- CCOc1cc(N2CCOCC2)c(OCC)cc1NC(=O)C(NC(=O)c1ccco1)C(C)C (stereo not drawn)
    0.1%	-2%	-5%	2%
- Cc1ccc(NC(=O)CSc2nc3ccccc3c3nc(CCn4c(C)nc5ccccc54)nn23)cc1F
    1.9%	?	-6%[10.9 µM]	-25%
- Cc1ccccc1-n1nc(C(=O)O)c(C)c(C#N)c1=O
    0.0%	3%	-7%	7%
- CCN=C1SC(C(N)=O)CC(=O)N1CC (stereo not drawn)
    1.0%	9%	3%	4%
- Cc1nnc(SCC(=O)Nc2nccs2)s1
    0.7%	-7%	3%	3%
- O=C(NCc1ccc2c(c1)CCN2C(=O)c1ccc(F)cc1)c1cc2ccccc2[nH]1
    ?	0%	-10%[10.9 µM]	8%
- COc1ccc(C2CC(c3cccc(C)c3)n3ncnc3N2)cc1 (stereo not drawn)
    5.4%	-6%	-11%	-1%
- CC(C)/C(=N/[N+](C)(C)C)c1ccccc1
    0.3%[11.4 µM]	17%[9.22 µM]	-5%[10.9 µM]	-6%[9.22 µM]
- Cc1nc2cnc(N3CCOCC3)nc2n(C)c1=O
    2.3%[11.4 µM]	-8%	-5%	3%
- COc1ccc(-n2cnc3cc(NS(=O)(=O)c4ccccc4)ccc32)cc1
    nt	4%	nt	-5%
- O=C(Nc1ccc(N2CCCCC2)c(C(=O)O)c1)c1ccco1
    -0.8%	7%	7%	3%
- CC(C)(C)OC(=O)N1CCC(C(=O)N2CCCCCC2)CC1
    nt	4%	nt	13%
- Nc1scc(-c2ccncc2)c1Cl
    0.3%	-7%	-12%	-6%
- COCCn1c(=O)c(C)nc2cnc(N(C)C)nc21
    0.8%[11.4 µM]	-4%	-1%	2%
- Cc1cc(Nc2cc(F)ccc2C)nc(-n2nc(C)cc2C)n1
    ?	-2%	-4%[10.9 µM]	7%
- Brc1c(CSc2nc3ccccc3o2)nc2ncccn12
    0.1%	-11%	-15%	-11%
- Cc1cc(Cl)ccc1NC(=O)Cc1ccc(NC(=O)N2CCCCc3ccccc32)cc1
    ?	-13%	4%[10.9 µM]	5%
- CCc1ccc(NS(=O)(=O)c2ccc(-c3cc(C)no3)cc2)cc1
    -0.5%	-17%	-13%[10.9 µM]	5%
- CCCCN1C(C(=O)c2ccccc2)=C(OC(C)=O)c2ccccc2S1(=O)=O
    -0.9%	?	-26%[10.9 µM]	-12%
- O=C(Cn1cc(SCc2c(F)cccc2Cl)c2ccccc21)N1CCCC1
    4.9%	-21%	24%[10.9 µM]	-2%
- CCCCOc1ccc(C(=O)Nc2ccc3c(c2)N(C(C)=O)CCC3)cc1
    1.4%	-18%	-7%[10.9 µM]	-4%
- COc1cccc(-n2c(=O)c3c(C)c(C)sc3n(CC(=O)NCc3ccccc3)c2=O)c1
    -0.7%	21%	4%[10.9 µM]	3%
- Cc1ccc(N2CC(c3nc4ccccc4n3CCC3CCCCC3)CC2=O)cc1 (stereo not drawn)
    -0.8%	-3%	-20%[10.9 µM]	8%
- Cc1ccc(S(=O)(=O)NC2=NCN(Cc3cccnc3)CN2)cc1
    5.7%	11%	-6%	2%
- Cc1ccccc1Cn1cnc2c(oc3ccccc32)c1=O
    -1.0%	2%	-7%[10.9 µM]	7%
- Cc1c(C(=O)Nc2ccncc2)oc2c1C(=O)CC(C)(C)C2
    -1.7%	12%	-8%	6%
- O=c1[nH]nc(Sc2ncnc3sccc23)n1CCc1ccccc1
    ?	-14%	-28%	34%[activator]
- CCOc1ccc(CCNC(=O)c2nn(C)c3c2CSc2ccc(C)cc2-3)cc1OCC
    ?	18%	-5%[10.9 µM]	3%
- CCCc1cc(=O)oc2cc(OCC(=O)Nc3cc(C)on3)ccc12
    0.0%	-1%	0%	10%
- CN1CCc2nc(SCCOc3ccccc3)c(C#N)cc2C1
    ?	26%	22%	-21%
- CCN1CCN(CC(O)COc2ccc(C(C)=O)cc2)CC1 (stereo not drawn)
    -1.4%	-2%	-7%	-4%
- Cc1cccc(C)c1Nc1c(-c2ccsc2)nc2ccccn12
    ?	-12%	-13%[10.9 µM]	-26%
- O=C(c1ccc2c(c1)N(Cc1ccccc1F)C(=O)c1ccccc1S2(=O)=O)N1CCCCC1
    ?	31%[activator]	-10%[10.9 µM]	9%
- COc1cc(C2c3c(oc4ccccc4c3=O)C(=O)N2c2ccc(C)cn2)ccc1O (stereo not drawn)
    3.0%	0%	-18%	15%
- COC(=O)c1ccc(NC(=O)C2CCCN2S(=O)(=O)c2ccc(OC)cc2)cc1 (stereo not drawn)
    2.7%	9%	-13%	0%
- Cc1c(C)n(Cc2ccc(F)cc2)c2ccc(C(=O)N3CCN(c4ccc(Cl)cc4)CC3)cc12
    -1.6%	4%	-9%[10.9 µM]	2%
- CCc1cc2ccccc2nc1SCC(=O)N1CCN(C(=O)c2ccco2)CC1
    ?	3%	-7%	-3%
- CCOc1ccc(CN2CCc3nc(Nc4ccc5c(c4)OCCO5)ncc3C2)cc1
    ?	-24%	-7%[10.9 µM]	-16%
- Cc1ccc2c(=O)cc(C(=O)Nc3c(C)n(C)n(-c4ccccc4)c3=O)oc2c1C
    -2.5%	2%	-9%[10.9 µM]	8%
- c1csc(-c2csc3nc(CN4CCOCC4)nc(NCc4ccc5c(c4)OCO5)c23)c1
    ?	?	-15%	-26%
- Fc1ccc(Br)cc1C1C=C(c2ccc(Br)s2)Nc2ncnn21 (stereo not drawn)
    5.6%	0%	-36%[inhibitor]	1%
- CSc1ccc(CCNC(=O)c2ccc(CS(=O)Cc3ccc(Cl)cc3)o2)cc1 (stereo not drawn)
    ?	-19%	-11%[10.9 µM]	-10%
- CCOC(=O)c1c(C)[nH]c(CCC(=O)Nc2ccc(C)c(F)c2)c1C
    ?	-15%	-1%[10.9 µM]	3%
- COc1ccccc1C(=O)N1c2ncnn2C2(CCCCC2)[C@@H]2CCCC[C@@H]21
    ?	-1%	-3%[10.9 µM]	-3%
- O=C(CSc1nc(=O)n(Cc2ccncc2)c2c1CCC2)Nc1ccc(F)cc1F
    -1.0%	10%	-6%[10.9 µM]	8%
- C=CCNc1nnc(SCC(=O)N2CCCCC2)c2ccccc12
    -1.3%	3%	-6%	1%
- O=C(c1cccs1)N(CC1CCCO1)c1nc(-c2ccccc2)cs1 (stereo not drawn)
    3.1%	-8%	-12%	-6%
- Cn1nnc2cc(C(=O)NC(C)(C)C)ccc21
    1.6%	-7%	-5%	-6%
- Cc1ccc(NC(=O)CS(=O)CC(=O)N(CC(=O)NC2CCCC2)c2cc(C)ccc2C)cc1 (stereo not drawn)
    0.3%	5%	-5%	2%
- COc1cccc(-c2nc(C(N)=O)c3[nH]c(=O)n(-c4ccccc4)c3n2)c1OC
    1.5%	27%	14%	25%
- O=C(Nc1ccc2nc(SCC(=O)N3CCOCC3)sc2c1)c1cccc(F)c1
    ?	-21%	-9%[10.9 µM]	-25%
- O=C(Cn1c(=O)n(-c2ccc(Cl)cc2)c(=O)c2c3c(sc21)CCCCC3)Nc1cccc(Cl)c1
    0.2%	-5%	6%[10.9 µM]	2%
- CC(C)(C)c1ccc(C(=O)CSc2ncn[nH]2)cc1
    ?	-16%	-41%[inhibitor]	-21%
- O=c1c(-c2ccccc2)nc2cnc(Oc3ccccc3)nc2n1C1CC1
    -0.8%[11.4 µM]	8%	nt	-3%
- O=C(c1ccco1)c1cn(CC(=O)N2CCCCC2)c2ccccc12
    -0.7%	3%	-16%	-2%
- CCC1CN(C(=O)Nc2ccccc2C(F)(F)F)c2ccccc2O1 (stereo not drawn)
    ?	?	-15%[10.9 µM]	5%
- O=C(c1ccncc1)N1CCC2(CC1)CN(C(c1ccccc1)c1ccccc1)C2
    2.6%[11.4 µM]	5%	nt	1%
- CCOC(=O)CSc1nnc(-c2cccc(Br)c2)o1
    ?	2%	-83%[inhibitor]	5%
- COc1ccc(C2C(C(=O)Nc3cccnc3)=C(C)Nc3nc(SCc4ccccc4)nn32)cc1 (stereo not drawn)
    -0.8%	-14%	-6%[10.9 µM]	-3%
- COc1ccccc1CNC(=O)c1cnn(-c2ccc(F)cc2F)c1C1CCN(C(=O)OC(C)(C)C)CC1
    ?	-16%	-8%[10.9 µM]	7%

Next part (3 carried over from the part before).
Values in the order: IkB sig inh	p53ts 39C tox	Peg3 imprint	p53ts 32C tox
- CCOC(=O)CSc1nnc(-c2cccc(Br)c2)o1
    ?	2%	-83%[inhibitor]	5%
- COc1ccc(C2C(C(=O)Nc3cccnc3)=C(C)Nc3nc(SCc4ccccc4)nn32)cc1 (stereo not drawn)
    -0.8%	-14%	-6%[10.9 µM]	-3%
- COc1ccccc1CNC(=O)c1cnn(-c2ccc(F)cc2F)c1C1CCN(C(=O)OC(C)(C)C)CC1
    ?	-16%	-8%[10.9 µM]	7%
- CCc1cc(C(=O)Nc2cnn(Cc3ccc(F)cc3)c2)no1
    0.5%	10%	12%[10.9 µM]	2%
- O=C(Cc1cccs1)NCc1ccccc1
    -0.6%	-5%	-14%	-12%
- O=C(CN1C(=O)c2ccccc2S1(=O)=O)NC1CCCC1
    -1.0%	2%	15%	4%
- CCC(=O)Nc1ccc2nc(C)n(CC(=O)Nc3ccccc3)c(=O)c2c1
    1.5%	-8%	-2%	0%
- Cc1ccc(OCC(=O)Nc2ccc(-c3nc4ccccc4o3)cc2)c(C)c1
    5.4%	7%	-11%[10.9 µM]	3%
- CS(=O)(=O)Nc1ccc(C(=O)Nc2ccccc2C(=O)N2CCCC2)cc1
    -0.9%	9%	-10%	10%
- Cn1c(CN2CCCCC2)nc2cc(NC(=O)c3ccccc3Cl)ccc21
    ?	-14%	-5%[10.9 µM]	-7%
- COc1ccc(OC)c(NC(=O)CCc2c(C)nn(-c3ccc(N4CCCC4)nn3)c2C)c1
    0.1%	-12%	-4%[10.9 µM]	-13%
- COc1ccccc1N1CCN(C(=O)c2cc(-c3ccc4c(c3)OCO4)on2)CC1
    -0.2%	-5%	0%	8%
- Nc1nc2nc(-c3ccc(Cl)cc3)cc(C(F)(F)F)n2n1
    -0.2%	2%	4%[10.9 µM]	6%
- CC(C)(C)C(=O)c1sc(Nc2ccccc2)nc1N
    ?	?	4%	-25%
- O=C(Nc1ccc(C(=O)Nc2ccc(C(=O)Nc3ccc(S(=O)(=O)O)c4cc(S(=O)(=O)O)cc(S(=O)(=O)O)c34)cc2)cc1)Nc1ccc(C(=O)Nc2ccc(C(=O)Nc3ccc(S(=O)(=O)O)c4cc(S(=O)(=O)O)cc(S(=O)(=O)O)c34)cc2)cc1
    0.7%	-13%	-4%	10%
- CCOc1ccccc1Oc1nc(C)nc2c1oc1ccccc12
    -2.5%	-23%	-26%[10.9 µM]	8%
- CCCCCCc1nc2c(=O)[nH]c3ccccc3c2o1
    -0.7%	3%	-2%	-2%
- CCOc1ccc(/C(O)=C2/C(=O)C(=O)N(CC3CCCO3)C2c2ccco2)cc1 (stereo not drawn)
    nt	14%	nt	-3%
- CCOC(=O)C(Cc1ccccc1)NS(=O)(=O)c1ccc(NC(C)=O)cc1 (stereo not drawn)
    -0.3%	-7%	-11%	-15%
- CCC(=O)N1CCc2cc(Br)cc(S(=O)(=O)NCCN3CCCCC3CC)c21 (stereo not drawn)
    2.8%	-3%	-14%	16%

Random excerpt: 2 records from the list.
Values in the order: IkB sig inh	p53ts 39C tox	Peg3 imprint	p53ts 32C tox
- CCC(=O)N1CCc2cc(Br)cc(S(=O)(=O)NCCN3CCCCC3CC)c21 (stereo not drawn)
    2.8%	-3%	-14%	16%
- CCCCCCc1nc2c(=O)[nH]c3ccccc3c2o1
    -0.7%	3%	-2%	-2%
